ELG1 genotox: qHTS screen for small molecules that induce genotoxicity in human embryonic kidney (HEK293T) cells expressing luciferase-tagged ELG1; HEK293T ELG1-luciferase reporter, luminescence, 16 h; Potency, µM (doses to about 46 µM), for the others: at the top dose activity change, positive = activation, hits mostly activators; actives 1.3% (n = 330,000); AID 504466, 2011; further: potency means the concentration at half of the fitted maximal effect; % of control where 0% means no effect; nearly all actives have a fitted effect of over 60% in size
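After overnight (16 hr) compound treatment at 37 °C, ELG1-luciferase HEK293T cells were lysed with ONE-Glo; luminescence quantified 30 min later at room temperature.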
B2AR arrestin: qHTS assay of beta-arrestin-biased ligands of beta2-adrenergic receptor; Beta-2 adrenergic receptor (Homo sapiens), P07550; beta-arrestin recruitment to beta2AR, cell-based reporter; Potency, µM (doses to about 46.1 µM), inactives show at the top dose activation, actives largely listed as activators; actives 0.02% (n = 330,000); AID 492947, 2010;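 further: potency means the concentration at half of the fitted maximal effect; 0% = DMSO controls and full agonism = EC100 isoproterenol or metaproterenol; nearly all actives have a fitted effect of over 65% in size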
Target sequence (P07550 whole entry, looked up): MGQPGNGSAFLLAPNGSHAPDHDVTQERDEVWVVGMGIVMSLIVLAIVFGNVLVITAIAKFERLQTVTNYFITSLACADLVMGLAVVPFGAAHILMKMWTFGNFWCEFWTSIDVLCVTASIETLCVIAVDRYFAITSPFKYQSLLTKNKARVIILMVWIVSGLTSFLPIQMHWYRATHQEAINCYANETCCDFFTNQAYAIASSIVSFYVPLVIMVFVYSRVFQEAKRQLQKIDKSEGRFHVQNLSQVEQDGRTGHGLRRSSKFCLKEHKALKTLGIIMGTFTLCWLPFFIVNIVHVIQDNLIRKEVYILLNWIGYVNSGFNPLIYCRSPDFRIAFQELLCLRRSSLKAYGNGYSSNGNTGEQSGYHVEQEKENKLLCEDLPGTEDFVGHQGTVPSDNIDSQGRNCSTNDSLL
TRPV1 agonist: HTS Assay for Compounds that Act as Agonists of the Vanilloid Receptor 1 | Transient receptor potential cation channel subfamily V member 1 (Homo sapiens), Q8NER1 | TRPV1-expressing cells, Fluo-8 calcium influx, agonist mode | activation, % at 8.33 µM | actives 0.19% (n = 320,000) | AID 540275, 2011; in the data active means activation above about 80%; inconclusive means between about 30% and that limit; further: 0% is about no effect
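Cells expressing TRPV1 were dye-loaded with Fluo-8 and read kinetically: 10 s baseline, 3 min after compound (agonist portion), then 2 min after EC20 capsaicin (allosteric enhancer portion). Calcium-bound dye fluorescence at 480/520 nm.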
ASM inhibitor: Inhibitors of Secretory Acid Sphingomyelinase (S-ASM): qHTS. Sphingomyelin phosphodiesterase (Homo sapiens), P17405. Potency, µM (titrated, usually from 57.5 µM), without a hit: top-dose activity change, negative = inhibition, most hits filed as inhibitors. AID 504937, 2011. actives 0.006% (n = 340,000). placental ASM, HMU-PC fluorogenic substrate, 60 min; further: potency means the concentration at half of the fitted maximal effect
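Human placenta-derived ASM enzyme was preincubated with compound for 10 minutes at room temperature, then given fluorogenic substrate HMU-PC0 (9 uM final) for 60 minutes at 37 °C; a pH 10 stop preceded fluorescence reading at Ex 386/Em 447 nm.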
BRCA1 expr up: qHTS Assay to Identify Small Molecule Activators of BRCA1 Expression; AID 624202, 2012; MCF7-BRCA1-FFLuc reporter, luminescence, 48 h; response scale: scaled: vehicle 0%, 10 µM genistein 100%; actives 1.1% (n = 380,000); Potency, µM (top dose mostly 46.1 µM), for inactives: top-dose activation, actives largely listed as activators; further: potency means the concentration at half of the fitted maximal effect; nearly all actives have a fitted effect of over 80% in size; some results filed as inactive show a strong effect at the top dose
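48 h compound treatment of MCF7-BRCA1-FFLuc cells (phenol-red free MEM, 37 °C), then 15 min with luciferase substrate and luminescence imaging.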
p53 reactivator: qHTS assay for re-activators of p53 using a Luc reporter; AID 504706, 2011; Potency, µM (series often up to 92.2 µM), for the others: at the top dose activity change, positive = activation, hits mostly activators; H1299 p53-A138V BP100-luciferase reporter, luminescence, 24 h; actives 0.063% (n = 320,000); further: potency means the concentration at half of the fitted maximal effect; % of control where 0% means no effect; nearly all actives have a fitted effect of over 45% in size
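H1299 (p53-null), stable ts p53-A138V + BP100-Luc; 1000 cells/well, Opti-MEM/10% FBS; cpd 4 pt, 1:5; 24 h, 37 deg C, 5% CO2; detection reagent 10 min RT; luminescence.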
USP2a block: qHTS Assay for Inhibitors of Ubiquitin-specific Protease USP2a Using CHOP2 as the Reporter. Ubiquitin carboxyl-terminal hydrolase 2 (Homo sapiens), O75604. USP2 core, Ub-CHOP2 coupled fluorogenic reporter, 485/531. Potency, µM (highest dose often 38.3 µM), for inactives: top-dose activity change, negative = inhibition, hits mostly inhibitors. actives 0.01% (n = 330,000). AID 463254, 2010;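 further: potency means the concentration at half of the fitted maximal effect; plate controls were DMSO wells for no effect and full inhibition by NEM control for full effect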
Target sequence (O75604 whole entry, looked up): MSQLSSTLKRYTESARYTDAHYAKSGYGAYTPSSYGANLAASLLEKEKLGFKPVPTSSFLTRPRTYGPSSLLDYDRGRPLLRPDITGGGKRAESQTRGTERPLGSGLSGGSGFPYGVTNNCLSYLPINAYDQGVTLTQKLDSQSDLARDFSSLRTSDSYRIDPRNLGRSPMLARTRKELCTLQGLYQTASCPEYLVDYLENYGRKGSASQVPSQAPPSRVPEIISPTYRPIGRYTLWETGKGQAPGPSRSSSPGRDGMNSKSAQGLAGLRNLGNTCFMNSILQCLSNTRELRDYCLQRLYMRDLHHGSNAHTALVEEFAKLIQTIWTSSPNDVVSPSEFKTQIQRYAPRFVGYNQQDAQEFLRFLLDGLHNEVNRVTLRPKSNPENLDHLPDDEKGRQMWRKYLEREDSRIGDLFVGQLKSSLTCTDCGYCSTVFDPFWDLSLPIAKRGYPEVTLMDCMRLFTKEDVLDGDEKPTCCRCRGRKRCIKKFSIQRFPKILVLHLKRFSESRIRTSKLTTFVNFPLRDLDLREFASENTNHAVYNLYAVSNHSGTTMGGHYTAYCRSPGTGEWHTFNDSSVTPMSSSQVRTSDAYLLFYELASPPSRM
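Cell-free coupled assay: 10nM USP2 core preincubated 30min RT with compound in Tris-HCl pH 8.0/CaCl2/CHAPS buffer, then 25nM Ub-CHOP2 and 25nM reporter substrate; fluorescence (Ex 485/Em 531) read after 60min RT, normalized to NEM inhibition, concentration-response curves fitted.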
Eya2 inh: qHTS Assay for Inhibitors of the Phosphatase Activity of Eya2; recombinant Eya2, OMFP fluorescence dephosphorylation (OMFP is methylfluorescein phosphate); Potency, µM (top dose mostly 76.9 µM), for the others: at the top dose activity, negative = inhibition, most hits filed as inhibitors; actives 0.006% (n = 330,000); further: potency means the concentration at half of the fitted maximal effect; on the % scale 0 is the no-effect control and ±100 the full control effect
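Eya2 protein (added as 0.2 uM solution) was preincubated with compound for 10 min at ambient temperature in 50 mM HEPES pH 7.5, 50 mM NaCl, 5 uM MgCl2, 0.05% BSA, 1 mM DTT. OMFP (added at 50 uM) then reacted 10 min; fluorescence read at 485/525 nm.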
uPA surface inh: qHTS for Inhibitors of Cell Surface uPA Generation | Potency, µM (doses to about 38.3 µM), inactives show at the highest dose activity change, negative = inhibition, hits mostly inhibitors | actives 0.31% (n = 330,000) | AID 540303, 2011 | cell surface uPA generation assay, qHTS; active means well fitted inhibition curve with a large enough effect; inconclusive means small, poorly fitted or top-dose-only effect; inactive means no such curve, though single readings can be large or run the other way; tested in mouse RAW 264.7 cells; further: potency means the concentration at half of the fitted maximal effect; on the % scale 0 is the no-effect control and ±100 the full control effect; nearly all actives have a fitted effect of over 55% in size
PTAP TSG101 blk: qHTS Assay for Iinhibitors of HIV-1 Budding by Blocking the Interaction of PTAP/TSG101 | Potency, µM (doses to about 115 µM), for inactives: top-dose activity change, negative = inhibition, actives largely listed as inhibitors | AID 493005, 2010 | Fluorescence polarization, FITC-PTAP peptide / Tsg101 binding | Tumor susceptibility gene 101 protein (Homo sapiens), Q99816 | 340,000 tested, under 10 active; active means well fitted inhibition curve with a large enough effect in the main read-out, with a control signal flat, not every such curve was filed as active; inconclusive means small, poorly fitted or top-dose-only effect, or effect the other way, or a change in a side signal; inactive means no such curve, though single readings can be large or run the other way; further: potency means the concentration at half of the fitted maximal effect; % of control where 0% means no effect
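Fluorescence anisotropy tracks displacement of a FITC-tagged PTAP peptide (50 nM) from the Tsg101 binding domain (10 uM), following a 20 min room-temperature incubation at pH 7.5.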
a7 integrin act: qHTS for Activators of Integrin-Mediated Alleviation for Muscular Dystrophy; alpha7betagal myoblasts, beta-gal FDG fluorescence, 48 h; Potency, µM (titrated, usually from 38.3 µM), inactives show at the top dose activation, actives largely listed as activators; actives 0.064% (n = 350,000);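 further: potency means the concentration at half of the fitted maximal effect; 100% = response of the positive control SU9516; nearly all actives have a fitted effect of over 60% in size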
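Alpha7betagal+/- myoblasts (passage 13) were plated 16-24 hr, then exposed to compounds (1:260 dilution of DMSO stock) for 48 hours at 37C. After MPER lysis, β-galactosidase reporter activity was read as FDG fluorescence (ex 480/em 540) after 30 minutes.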
The depositor's hits bear a star; ? = inconclusive; · = not tested or not shown; [ ] = another dose, or the depositor's remark. Unless noted, the call rests on the fitted dose curve; in most records, active means well fitted curve in the direction sought with a large enough effect; inconclusive means small, poorly fitted or top-dose-only effect, or another doubt; inactive means no such curve, though single readings can be large; an effect the other way counts as inactive or inconclusive.

| SMILES | B2AR arrestin | a7 integrin act | PTAP TSG101 blk | ASM inhibitor | USP2a block | BRCA1 expr up | ELG1 genotox | uPA surface inh | p53 reactivator | Eya2 inh | TRPV1 agonist |
| --- | --- | --- | --- | --- | --- | --- | --- | --- | --- | --- | --- |
| COc1ccc(NC(=O)CSc2ncnc3c2cnn3CCc2ccccc2)cc1 | 0.4% | 14% | -12% | -2% | 9% | 25% | 3% | 3% | -3% | 11% | 4 |
| C=CCn1c(SCc2cccc(C#N)c2)nnc1-c1ccccc1O | -0.5% | 9% | 2% | -3% | 1% | -4% | -10% | 16% | -6% | -4% | 3 |
| Cc1ccc2c(c1)N(CCC(=O)NC1CCCCC1C)C(=O)CO2 (centres undefined) | 0.5% | 13% | -2% | 1% | 1% | -23% | -1% | 0% | 0% | ? | 9 |
| CCc1cc2c(C)cc(C)cc2nc1SCC(=O)Nc1cc(C)on1 | 0.2% | -13% | 0% | -2% | 0% | -22% | 0% | -5% | -7% | 3% | 8 |
| O=C(NNc1cc(Cl)ccc1Cl)C1CCC1 | -0.2% | 10% | 0% | 1% | 5% | -8% | 1% | 3% | -3% | 3% | 4 |
| C/C(=N\NC(=O)c1cc(C)nc2ccccc12)c1ccccn1 | 0.1% | -45%[inhibitor] | -5% | 2% | 0% | -10% | ? | ? | ? | -11% | 1 |
| CC(=O)Nc1ccc(N2C(=O)CC(Sc3nc4ccccc4s3)C2=O)cc1 (centres undefined) | 0.3% | 16% | 0% | 4% | 9% | 25% | -4% | 11% | ? | 16% | 2 |
| CC(C)C[C@H](NC(=O)c1nc[nH]c1C(=O)NCC(=O)OC(C)(C)C)C(=O)OCc1ccccc1 | -0.5% | 0% | -7% | -10% | 0% | 11% | -2% | -29% | 0% | -5% | -2 |
| CC(C)(C)CC(C)(C)NC(=S)Nc1ccc(S(=O)(=O)N2CCOCC2)cc1 | -1.3% | 3% | -2% | -10% | 0% | -67% | -13% | 1% | 6% | -11% | 20 |
| N#Cc1c(SCC(=O)Nc2ccc(C(F)(F)F)cc2)sc2c(O)cc(=O)[nH]c12 | -0.7% | -27% | -3% | -5% | -2% | 9% | 1% | 3% | -1% | -1% | -2 |
| CCOc1cc(N2CCOCC2)c(OCC)cc1NC(=O)COc1cccc2cccnc12 | -0.1% | -59%[inhibitor] | -5% | -6% | -5% | -96% | -7% | -8% | ? | -20% | 4 |
| Cc1cc(=O)oc2cc(OCC(=O)Nc3ccccc3C(N)=O)c(Cl)cc12 | -0.2% | 24% | 0% | 21% | 2% | 14% | 4% | 3% | 11% | -2% | 3 |
| COc1ccc(/C=C/C(=O)OCC(=O)NC2CCCC2)c(OC)c1 | -0.9% | 4% | -5% | 1% | -1% | 3% | -3% | 18% | -4% | 3% | 1 |
| CCOC(=O)c1sc(NC(=O)c2ccncc2)c(C#N)c1C | -0.3% | -23% | 1% | -2% | 3% | -91% | -4% | -6% | 14% | 15% | 1 |
| O=C(/C=C/c1ccco1)NC(=S)N1CCCCC1 | 0.3% | -19% | -5% | 2% | 1% | -14% | 20% | -2% | 22% | -14% | 0 |
| CN(Cc1cn(C)nc1-c1cccc(Cl)c1)Cc1nccn1C | 3.6% | 12% | -2% | 3% | -1% | 0% | -1% | -7% | 1% | -29% | -1 |
| COc1ccccc1NC(=O)C(C)OC(=O)CCCc1c[nH]c2ccccc12 (centres undefined) | -0.2% | 1% | -3% | -1% | 1% | -13% | 27% | -5% | -5% | 2% | 12 |
| C=C(C)CC1(NC(C)c2ccccc2)CCCCC1 (centres undefined) | -0.4% | 18% | 0% | 1% | 2% | -5% | -3% | 19% | -10% | -5% | -2 |
| CN1C2CCC1/C(=C\c1ccccc1Cl)C(=O)/C2=C\c1ccccc1Cl | -0.1% | · | · | · | 1% | · | 0% | · | 13% | 12% | 7 |
| CS(=O)(=O)N1CCN(C(=O)Cc2ccccc2)CC1 | 0.2% | -1% | -5% | 7% | -1% | 14% | 1% | 1% | 2% | -9% | 1 |
| Cc1nnc(SCC(=O)Nc2cc(S(=O)(=O)N3CCOCC3)ccc2N2CCCC2)s1 | · | 36% | 1% | 3% | · | -21% | · | -5% | · | · | · |
| CCC(CC)c1nnc(NC(=O)c2ccc(N3CCCCC3)c([N+](=O)[O-])c2)s1 | -0.3% | 13% | 1% | -11% | -1% | -27% | -3% | 0% | -1% | -16% | 4 |
| Cc1ccc(C(=O)NNC2=Nc3cccc4cccc2c34)cc1 | 0.3% | -38% | -2% | 15% | 2% | -42% | -2% | -3% | 1% | -3% | 8 |
| COc1ccc(NC(=O)CC2C(=O)N(CCc3ccccc3)C(=S)N2Cc2cccnc2)cc1 (centres undefined) | 0.0% | -21% | -12% | -20% | 2% | -33% | -13% | · | -1% | -1% | 6 |
| CC(=O)C1=C(C)NC(SCc2cccc([N+](=O)[O-])c2)=C(C#N)C1c1ccco1 (centres undefined) | -0.3% | -12% | -1% | -8% | -4% | -36% | 0% | -7% | -2% | -5% | -5 |
| Cc1occc1C(=O)N1CCN(S(=O)(=O)c2ccc(F)cc2)CC1 | -0.3% | 10% | 1% | 2% | 2% | 4% | 0% | -6% | 2% | -17% | 1 |
| CCCC(=O)OCCNc1cc(SCCC(=O)OC)c2nonc2c1[N+](=O)[O-] | 4.9% | 12% | -1% | -8% | 0% | -46% | 1% | -1% | -7% | 13% | 6 |
| Cc1ccc(Cl)cc1N1CCN(S(=O)(=O)c2c(C)nc3scc(C)n3c2=O)CC1 | -1.0% | 8% | -3% | -16% | -2% | -6% | -15% | -6% | 2% | -10% | 20 |
| CCOc1ccccc1C(=O)N(C)Cc1cc2cc(OC)ccc2[nH]c1=O | -0.6% | -7% | -1% | 26% | -1% | 4% | 1% | 4% | -10% | 0% | -6 |
| Cc1c(C(=O)Nc2ccc(F)cc2)oc2ccc(S(=O)(=O)N3CCC4(CC3)OCCO4)cc12 | -0.2% | -4% | -14% | -21% | 0% | -84%[inhibitor] | -15% | · | -6% | 8% | 28 |
| CCN(C(=O)CSc1nc2ccc(OC)cc2[nH]1)c1c(N)n(Cc2ccccc2)c(=O)[nH]c1=O | 0.2% | -11% | -2% | 0% | -1% | -1% | -1% | -12% | 1% | 1% | -3 |
| O=C(CSc1ncc(-c2ccccc2)[nH]1)Nc1ccccc1F | 0.2% | 13% | -1% | -2% | -2% | 66% | ? | -2% | 16% | -15% | 25 |
| Cc1ccc(CSCC(=O)NCc2cccs2)cc1 | 0.2% | 3% | -1% | 3% | 0% | -16% | 10% | 3% | -1% | 7% | ? |
| COc1ccccc1C(=O)N1CCN(C(=O)c2oc3ccc(C)cc3c2C)CC1 | -0.2% | 8% | -1% | 0% | 1% | 14% | -4% | -12% | -5% | 3% | 25 |
| CC1CCCC(NC(=O)CN2CCN(S(=O)(=O)c3ccc(Br)s3)CC2)C1C (centres undefined) | -0.1% | 0% | -3% | -3% | -5% | -40% | -1% | 3% | -2% | -31% | 3 |
| CCN(CC)C(=O)c1c(C)[nH]c(=S)c(C#N)c1-c1ccco1 | -0.1% | -39% | -4% | 3% | 3% | 0% | -18% | -1% | -4% | 4% | -8 |

Record cards, as listed above. Order of screens: B2AR arrestin	a7 integrin act	PTAP TSG101 blk	ASM inhibitor	USP2a block	BRCA1 expr up	ELG1 genotox	uPA surface inh	p53 reactivator	Eya2 inh	TRPV1 agonist
COc1ccccc1C(=O)N1CCN(C(=O)c2oc3ccc(C)cc3c2C)CC1 is listed with -0.2%	8%	-1%	0%	1%	14%	-4%	-12%	-5%	3%	25
CC1CCCC(NC(=O)CN2CCN(S(=O)(=O)c3ccc(Br)s3)CC2)C1C (centres undefined) is listed with -0.1%	0%	-3%	-3%	-5%	-40%	-1%	3%	-2%	-31%	3
O=C(CSc1ncc(-c2ccccc2)[nH]1)Nc1ccccc1F is listed with 0.2%	13%	-1%	-2%	-2%	66%	?	-2%	16%	-15%	25
CCN(CC)C(=O)c1c(C)[nH]c(=S)c(C#N)c1-c1ccco1 is listed with -0.1%	-39%	-4%	3%	3%	0%	-18%	-1%	-4%	4%	-8
